DAX1 inh-1 = blocks DAX1 repression of SF-1 activated StAR promoter. 370,000 compounds, 1.1% hits. AID 652010. HEK293T StAR-luciferase reporter, SF-1/DAX-1 repression relief. inhibition, % at 6.8 µM;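 active = inhibition above the mean over all tested compounds plus 3 SD, cut at about 3.6% in these data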;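 also: 0% = DAX-1 cells with DMSO and 100% = cells lacking DAX-1 with DMSO; higher inhibition means more luminescence from relief of DAX-1 repression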
ssDAF12 agonist = activates DAF-12 receptor from parasite S. stercoralis; activation, % at 6.8 µM; 370,000 compounds, 1% hits; HEK293 ssDAF-12/GRIP1 lit1-tk-luc reporter, luminescence; % of 3 µM dafachronic acid response;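 active = activation above the mean over all tested compounds plus 3 SD, cut at about 0.9% in these data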;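 also: 0% = DMSO-only wells and 100% = 3 µM delta7-dafachronic acid wells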
DAX1 inh-2 = NR0B1 (DAX1) inhibition. 340,000 compounds, 0.99% hits. HEK293 Gal4-DAX1 luciferase reporter, luminescence. inhibition, % at 6.75 µM. P51843. AID 504766;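 active = inhibition above the mean over all tested compounds plus 3 SD, cut at about 4.2% in these data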;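 also: 0% = DAX1-transfected cells with DMSO and 100% = empty-vector control cells with DMSO; inhibition shows as a rise in luminescence from relieved DAX1 repression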
Target sequence (P51843 207-470 limits assumed): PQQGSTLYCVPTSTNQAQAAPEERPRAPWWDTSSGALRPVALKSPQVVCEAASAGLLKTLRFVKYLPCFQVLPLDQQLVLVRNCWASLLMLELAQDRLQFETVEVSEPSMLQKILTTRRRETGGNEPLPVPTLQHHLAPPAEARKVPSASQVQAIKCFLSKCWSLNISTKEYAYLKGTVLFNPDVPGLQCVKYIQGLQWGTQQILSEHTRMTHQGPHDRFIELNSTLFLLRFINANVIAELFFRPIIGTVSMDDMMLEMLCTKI
sPLA2-III inh = Blocks human group III sPLA2 activity. Q9NZ20. QFRET BODIPY PC-A2 liposome hydrolysis, fluorescence. inhibition, % at 12.2 µM. 370,000 compounds, 0.56% hits. AID 743126;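 active = inhibition above mean plus 3 SD of compounds lying within the high and low control bounds, cut at about 19% in these data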;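 also: 0% = median of test compound wells and 100% = no enzyme DMSO wells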
Target sequence (Q9NZ20 whole entry, looked up): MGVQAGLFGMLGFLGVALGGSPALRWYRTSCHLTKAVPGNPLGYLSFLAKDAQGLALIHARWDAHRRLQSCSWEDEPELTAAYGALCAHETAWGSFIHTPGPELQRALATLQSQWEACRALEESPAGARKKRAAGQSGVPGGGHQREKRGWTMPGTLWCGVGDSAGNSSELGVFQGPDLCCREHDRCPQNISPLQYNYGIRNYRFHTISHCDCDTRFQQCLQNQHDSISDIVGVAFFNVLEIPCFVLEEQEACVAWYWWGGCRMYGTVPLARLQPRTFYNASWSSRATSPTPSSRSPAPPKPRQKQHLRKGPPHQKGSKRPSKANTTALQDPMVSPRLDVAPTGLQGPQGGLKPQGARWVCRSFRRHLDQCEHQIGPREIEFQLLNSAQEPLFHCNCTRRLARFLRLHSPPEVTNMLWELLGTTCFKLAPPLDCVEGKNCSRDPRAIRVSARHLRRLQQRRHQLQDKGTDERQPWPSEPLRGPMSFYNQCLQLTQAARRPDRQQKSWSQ
ADAM10 inh = inhibitors of human ADAM10 | O14672 | recombinant ADAM10, EDANS/DABCYL FRET peptide cleavage, 3 h | inhibition, % at 7 µM | 370,000 compounds, 0.62% hits;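 active = inhibition above a per-campaign cutoff equal to the mean of compounds falling between control-based bounds plus 3 SD, cut at about 20% in these data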;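 also: 0% = DMSO wells while the 100% control is not disclosed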
FXN GAA850 act = frataxin GAA850 promoter activation; HEK293 lucGAA850 FXN promoter luciferase reporter, 24 h; percent of 10 µM SAHA response; activation, % at 6 µM; 360,000 compounds, 0.56% hits; AID 540364;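 active = activation above the average of all compounds screened plus 3 SD, cutoff fixed separately per campaign, cut at about 7.5% in these data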;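 also: 0% = DMSO wells and 100% = 10 µM SAHA wells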
PLC-gamma1 inh = inhibitors of human phospholipase C gamma1; P19174; purified PLC-gamma1, fluorogenic substrate, fluorescence; inhibition, % at 12.2 µM; 370,000 compounds, 0.84% hits; AID 720700; in the data active = inhibition above about 9.5%
hgDAF12 agonist = hgDAF-12 agonism, primary luciferase screen; 370,000 compounds, 1.8% hits; HEK293 GAL4-hgDAF12 UAS-luciferase reporter, agonist luminescence; normalized to butyrate control; AID 687014; activation, % at 6.8 µM;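 active = activation above a cutoff set at the mean of all screened compounds plus 3 SD, cut at about 10% in these data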;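 also: 0% = DMSO wells and 100% = sodium butyrate wells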
hcDAF-12 act = H. contortus DAF-12 activation, primary screen | HEK293 hcDAF-12 lit1-tk-luc reporter, luminescence; 0% DMSO, 100% Δ7-dafachronic acid | activation, % at 6.8 µM | 370,000 compounds, 1.4% hits | AID 652067;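 active = activation above the mean of all tested compounds plus 3 SD, cut at about 5.5% in these data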;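 also: 100% = response to 3 µM Δ7-dafachronic acid high control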
ADAM17 inh = ADAM17 inhibition, QFRET primary screen; P78536; recombinant ADAM17, EDANS/DABCYL FRET peptide cleavage; inhibition, % at 6.95 µM; 370,000 compounds, 0.83% hits; AID 720648;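 active = inhibition above the mean of compounds lying between control limits plus 3 SD, set per campaign, cut at about 8.5% in these data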;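 also: 0% = DMSO-only wells as the low control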
PLCb3 inh = PLC-beta3 (human) inhibition, primary screen | Q01970 | Purified PLC-beta3, fluorogenic substrate, fluorescence | inhibition, % at 12.2 µM | 370,000 compounds, 0.18% hits | AID 720704; in the data active = inhibition above about 11%;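 also: 0% = median of compound wells on plate and 100% = full blocker control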
* marks the source's active call; other numbers are inactive results; nt = no result given.

SMILES	DAX1 inh-1	ssDAF12 agonist	DAX1 inh-2	sPLA2-III inh	ADAM10 inh	FXN GAA850 act	PLC-gamma1 inh	hgDAF12 agonist	hcDAF-12 act	ADAM17 inh	PLCb3 inh
CC(C)CC(c1nnnn1CC1CCCO1)N1CCN(c2nc3ccccc3s2)CC1 (stereo not given)	-0.6	-1.3	-0.3	2	6	-0.7	-1	1.0	0.8	-5	2
Cc1oc2c(C)c3oc(=O)c(CCC(=O)NCCCN4CCOCC4)c(C)c3cc2c1C	0.2	-0.4	6.7*	5	-371	-1.2	-354	-2.3	-1.7	-101	-468
CCO/C=C1/C(=O)N(c2ccc(OC)cc2)C(=O)c2ccccc21	-0.5	-1.3	1.6	-3	-82	-0.8	-61	-1.8	-0.3	-21	-80
C/C(Cn1cnc([N+](=O)[O-])n1)=N\NC(=O)c1cccc(F)c1	-0.3	0.8	1.8	4	-3	-1.9	-1	11*	1.9	-2	1
NS(=O)(=O)c1cccc(C(=O)OCC(=O)NC2CCCc3ccccc32)c1 (stereo not given)	0.3	-1.4	0.2	-1	-1	-1.0	1	-1.2	-0.4	3	-5
Cc1ccc(C(=O)Nc2ccc3c(c2)CCC3)cc1S(=O)(=O)N1CCOCC1	0.8	-2.0	-0.5	-9	0	2.4	-1	6.9	0.4	-2	-1
Cc1cccc(C(=O)NCCN2CCN(c3ccccc3)CC2)c1	0.0	-0.8	-0.3	7	2	1.7	1	-0.5	-1.1	0	0
COC(C(=O)Nc1c(F)cccc1F)c1ccccc1 (stereo not given)	0.6	-0.9	1.3	3	-5	-2.1	2	-0.3	-1.1	-3	1
Cc1ccccc1N1CCN(C2CCCN(C(=O)c3csc(C(C)C)n3)C2)CC1 (stereo not given)	-4.0	-1.0	-0.5	5	-6	-1.2	2	-0.9	-2.2	2	-3
O=C(Oc1ccccc1)n1c(=S)oc2ccccc21	-0.2	-0.5	2.1	14	0	2.9	0	4.1	-0.4	0	-2
COc1ccc(NS(=O)(=O)c2cccc(C(=O)OCC(=O)NC3CC3)c2)cc1	-1.9	-0.2	2.2	0	-15	0.8	0	-0.2	-0.7	-2	-1
CC(=O)OC[C@@H]1CN(Cc2ccccc2)C[C@H](n2cnc3c(NCC(C)C)ncnc32)O1	-0.8	-0.9	nt	-5	-3	0.3	3	-0.6	-1.8	-1	-1
O=C(CSc1nc2ccccc2o1)NCc1ccco1	0.1	-0.6	-0.1	2	-7	0.1	-1	-1.1	-1.5	-4	0
CNC(=O)C1CCN(S(=O)(=O)c2c(C)noc2/C=C/N(C)C)CC1	0.0	-0.9	0.3	-2	0	-0.2	-9	-1.6	0.6	-4	-44
CC(C)Oc1ccc(C2CC(=O)N(c3cccc(/C=C/C(=O)O)c3)C2=O)cc1 (stereo not given)	-0.9	-0.6	-0.4	-4	1	1.4	1	-0.6	1.0	-6	-5
CCCCC1CCC(C(=O)NCc2ccc3c(c2)OCO3)CC1 (stereo not given)	-0.2	-1.2	-0.6	2	-4	-0.2	3	0.4	-2.0	3	1
Cc1ccc(F)c(S(=O)(=O)NC(=O)C2(C)CCN2C(=O)c2ccc(C(F)(F)F)nc2C)c1 (stereo not given)	-0.2	-1.0	nt	0	-11	0.3	0	0.6	0.3	-5	3
Cc1c(/C=N/NC(=O)C(NC(=O)c2ccc3c(c2)OCO3)C(C)C)c2ccccc2n1C (stereo not given)	-0.7	-1.3	-1.5	-6	10	-5.3	2	0.6	-1.2	6	4
CC(C)(SC(=S)N1CCCCCC1)C(=O)O	0.2	-1.2	-0.1	3	1	-0.7	1	2.8	-0.6	-4	-1
O=C1OC(c2ccc(Cl)cc2)=N/C1=C\c1cccnc1	0.1	-1.6	0.2	10	3	2.4	-3	-0.7	0.5	-5	3
c1cc2cc(CNc3nc(NCC4CC4)nc4ccsc34)ccc2o1	-1.6	-1.5	nt	-11	-11	5.8	4	-6.2	-3.0	-2	1
CCOc1cc(NC(=S)NCCCN2CCOCC2)c(OCC)cc1NC(=O)c1ccc(C)cc1	-0.1	-0.5	-1.1	2	-3	0.9	-4	4.7	-1.4	-3	-9
CC(Oc1ccccc1)C(=O)N=C1SC2CS(=O)(=O)CC2N1c1ccc(F)cc1 (stereo not given)	0.8	0.0	0.3	-4	0	3.6	2	-0.3	1.5	-4	-4
N#Cc1cnn(-c2ccccc2)c1NC(=O)CN1CCOCC1	0.0	-1.8	nt	-3	2	-0.9	1	-0.6	-1.3	-2	1
CC1Cc2ccccc2N1CC(=O)N(C)c1c(N)n(Cc2ccccc2)c(=O)[nH]c1=O (stereo not given)	-0.3	0.1	0.2	-20	-50	1.7	-37	0.3	4.2	-16	-58
COc1ccccc1NC(=O)CSc1nnc(C)n1CC1CCCO1 (stereo not given)	-0.2	0.4	0.0	9	-11	-2.6	1	1.4	1.2	-1	0
Cc1ccc(OCCOC(=O)c2nc3nccc(C)n3n2)cc1	-0.2	-1.1	-0.2	-2	-4	0.8	1	4.4	-0.9	-1	1
COc1cccc(CNC(=O)Nc2cccs2)c1	-0.3	-0.8	2.4	-4	-7	2.1	-7	1.2	0.3	-3	-10
CN(Cc1nccs1)C(=O)C1CCC(=O)N(CCCc2ccccc2)C1 (stereo not given)	-0.5	-1.6	0.0	3	-3	-0.6	-1	1.4	-1.8	-6	-10
CC(C)CN1C(=O)c2ccc(C(=O)NCc3ccc4c(c3)OCO4)cc2C1=O	-0.5	-1.0	0.9	-6	-4	1.0	1	-2.3	-0.7	-1	3
CC1(c2ccccc2)NC(=O)N(CC(=O)Nc2ccc(S(=O)(=O)Nc3ncccn3)cc2)C1=O (stereo not given)	1.1	-1.7	0.3	13	-5	3.4	-5	-1.1	-1.6	-2	-13
O=C(O)CCc1nc2cccnc2n1Cc1ccccc1	-0.6	-1.6	0.4	2	1	0.2	-2	-0.6	-1.6	-4	-3
Cc1ccnc(Nc2ccc(CCO)cc2)n1	4.8*	0.0	nt	7	-5	nt	-2	11*	4.2	-1	2
O=C(CN1C(=O)NC2(CCCC2)C1=O)Nc1ccccc1N1CCCC1	0.2	-0.6	1.3	7	-9	1.4	4	2.8	0.8	-4	-7
CCCNC(=O)CSC1=N/C(=C/c2ccc(F)cc2)C(=O)N1CC	-0.2	-1.4	-0.2	-5	-3	-0.9	2	-2.2	2.1	-1	2
CN(C)CCNC(=O)C(c1ccccc1)c1ccccc1	0.0	-0.9	0.0	-2	-2	-2.0	4	-1.3	-1.4	1	-6
CC1CCN(C(=O)CSc2nnc(Cc3ccccc3)o2)CC1	-1.2	-0.7	0.3	2	-7	-1.0	0	-0.9	-1.9	1	1
CCOC(=O)Cn1nnc(-c2ccc([N+](=O)[O-])cc2)n1	-0.5	-1.4	-0.7	11	-5	-0.6	9.6*	3.1	-0.2	-3	-8
Cc1cc(Cl)c2oc(C(=O)N(CCO)Cc3ccccc3)c(C)c2c1	0.9	-1.4	8.1*	-16	9	7.2	4	0.5	0.4	1	-2
O=C(NCCN1CCNC1=O)C1CCC(=O)N(Cc2cccc(C(F)(F)F)c2)C1 (stereo not given)	0.0	-0.8	0.2	2	2	-0.3	2	1.4	1.3	-4	-3
N#Cc1c(-c2ccc(F)cc2)cc(-c2ccccc2)nc1SCC(=O)NCC(=O)O	-0.3	-1.0	2.1	-14	-8	0.5	-3	-2.0	0.9	-5	-4
CCCCC(=O)N[C@H]1CC[C@@]23CCCN2C(=O)CCC[C@H]3[C@H]1CCC	nt	-1.4	nt	-2	-3	nt	0	0.4	-0.5	0	3
COc1cccc2cc(C(=O)N(Cc3cccs3)CC3CCCO3)c(=O)oc12 (stereo not given)	0.8	-2.2	2.2	-4	-10	1.8	-24	-0.9	0.0	-2	-40
CC(=NNS(=O)(=O)c1cccc([N+](=O)[O-])c1)c1ccc(-n2ccnc2)cc1	1.4	-1.7	0.5	6	-12	0.9	3	1.1	0.7	-4	-5
CCc1cccc(NC(=O)C2CCN(S(=O)(=O)c3c(C)noc3C)CC2)c1	0.2	-1.6	0.1	-7	-1	3.0	5	1.6	-1.6	2	4
COc1ccc(OC)c(NC(=O)CCS(=O)(=O)c2cc3c(cc2C)NC(=O)CO3)c1	0.5	-1.3	0.9	5	4	-1.3	7	0.4	1.2	-5	-2
O=C(O)CSCC(=O)N1CCN(S(=O)(=O)c2cc(Cl)cc(Cl)c2)CC1	-0.1	-2.1	1.1	10	5	-1.4	1	-0.6	-0.7	-3	-8
CCOC(=O)c1cc(-c2ccccc2)n(CC(=O)Nc2ccc(OCC)cc2)c1C	-0.3	-0.9	0.3	7	0	0.8	3	-1.4	-2.1	1	-2
CC(CCCN1CCCC1)Nc1ccnc2cc(Cl)ccc12 (stereo not given)	0.2	-0.1	7.0*	6	-73	0.7	-38	1.1	0.5	-19	-48
Cc1cccc(C(=O)Nc2cccc(Br)c2)c1[N+](=O)[O-]	-0.3	-1.4	0.2	-7	-3	2.0	-1	1.3	0.6	1	4
Cc1ccc(Cl)cc1N(Cc1ccc(C(=O)NCc2cccnc2)cc1)S(=O)(=O)c1ccccc1	-0.3	-0.8	1.3	5	-3	1.6	2	0.6	-1.6	1	-35
CCOC(=O)C1(C)CCCCCN1C(=O)c1ccc(N(C)C)cc1 (stereo not given)	-0.5	-1.4	nt	19*	-16	-1.8	-1	1.8	-0.6	2	2
COc1cccc(CN(C)C(=O)COc2cccc3c2OC(C)(C)C3)c1OC	-1.2	-1.0	-0.3	5	5	1.1	13*	-3.6	-2.8	5	13*
Cc1ccc(Cn2nnc3c(=O)n(Cc4cc(C)ccc4C)cnc32)cc1	-0.1	-1.0	0.2	0	-15	3.4	-3	-1.4	-0.3	1	5
O=S(=O)(c1cc(O)ccc1O)c1cccc2c(S(=O)(=O)c3cc(O)ccc3O)cccc12	0.3	-1.2	0.1	-18	15	-0.4	10*	-0.2	0.6	4	6
Cc1nnc(NC(=O)c2ccc(S(=O)(=O)C(F)F)cc2)s1	2.6	-1.1	1.6	5	4	6.1	0	9.6	1.1	-5	-9
Cc1ccc(S(=O)(=O)CCC(=O)N(CCN2CCOCC2)c2nc3ccccc3s2)cc1	3.2	-0.4	1.0	2	2	3.1	6	6.5	3.7	-2	0
Cc1cc(C(=O)N2CCN(S(=O)(=O)c3ccccc3)CC2)c(C)o1	-0.6	-0.4	1.2	-4	-3	-0.7	-3	-2.4	-0.3	-3	-7
COc1cccc(/C=C/C(=O)OCC(=O)Nc2ccc3[nH]c(=O)[nH]c3c2)c1OC	0.0	-0.6	-0.7	5	0	0.1	-1	2.3	1.0	-7	-14
CCOc1ccccc1CNCCOC	-0.4	-1.8	-1.4	3	-1	1.5	-1	0.0	1.0	0	0

Rows were taken by chance; 6.9% or so of the library scored in one or more.
